PglD DTNB: PglD (C. jejuni) enzyme inhibition. AID 602405. purified PglD enzyme, DTNB colorimetric CoA detection. 360,000 compounds, 0.098% hits. inhibition, % at 12.5 µM; in the data active = inhibition above about 16%, passing the limit was not always enough; also: strong numbers were not always called active
Statin myotox sup: protects C2C12 myotubes from simvastatin toxicity. ATP luminescence, 48 h; scaled: DMSO 0, geranylgeraniol control 100. rescue of ATP level, % at 7.49 µM. 330,000 compounds, 0.78% hits;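 active = mean ATP rescue above about 67%, or every replicate alone reaching that limit, limit read from the data, passing the limit was not always enough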;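 also: myotubes were challenged with 10 µM simvastatin during compound exposure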
The depositor's hits bear a star.

Values run as follows: PglD DTNB, Statin myotox sup
- CCOc1ccc(N(C(=O)Cn2nnc3ccccc32)C(C(=O)NC(C)(C)CC)c2cccn2C)cc1 (stereo unspecified)
    -4, -3
- Cc1ccc(CN2CC34C=CC(O3)C(C(=O)NCc3ccc5c(c3)OCO5)C4C2=O)cc1 (stereo unspecified)
    -8, 5
- COC(=O)CSc1nnc(C)c(=O)[nH]1
    3, -12
- O=C(Nc1nc2n(n1)C(c1ccccc1)CC(c1ccc(Cl)cc1)N2)c1ccco1 (stereo unspecified)
    4, 5
- Oc1ccc(/C=N/Nc2nccnc2Cl)cc1
    2, -25
- Cc1cc(C)n(CC(O)COCc2ccco2)n1 (stereo unspecified)
    -4, 0
- CCOC(=O)c1cnc(SCc2ccccc2)nc1N
    1, -15
- COc1ccc(S(=O)(=O)N2CCOCC2)cc1NC(=O)c1ccccc1-c1ccc(C(F)(F)F)cc1
    0, -24
- CCCSc1nc2c(c(=O)n1-c1ccc(OCC)cc1)SCC2
    3, 3
- Cc1ccc(C)c(-c2nnc(OCC(=O)Nc3cc(C)on3)c3ccccc23)c1
    -3, 28
- CC(C)C1O/C(=N/C(=O)Nc2ccc(Cl)c(Cl)c2)NC1=O (stereo unspecified)
    2, -2
- Cc1ccc(S(=O)(=O)N2CCN(S(=O)(=O)c3ccc(C)cc3)C2c2ccccc2)cc1
    -2, 139*
- O=C(/C=C/NNC(=O)c1ccccc1)c1ccc(Br)cc1
    2, 0
- CC(C)C1Oc2ccccc2N(CC(=O)N(Cc2ccncc2)Cc2ccco2)C1=O (stereo unspecified)
    -1, -9
- O=c1c(-c2ccccc2)[n+]([O-])c2ccccc2n1O
    0, -4
- CCOc1ccccc1Nc1nc(N)nc(CSc2nccc(C)n2)n1
    -1, -11
- CCCC(=O)Nc1cc2c(cc1C(=O)c1ccccc1)OCCO2
    2, -3
- CCOc1cc(C(=O)Nc2cc(C)on2)cc(OCC)c1OCC
    3, -1
- COc1cccc(NC(=O)CCCn2c(=O)[nH]c3ccccc3c2=O)c1
    -1, -28
- NC(=O)c1cc(N2C(=O)C3CC=CCC3C2=O)ccc1N1CCCCC1 (stereo unspecified)
    1, 20

Remaining list, next part
Values run as follows: PglD DTNB, Statin myotox sup
- C=CCn1c(CNC(=O)c2ccccc2C)nnc1SCC(=O)NC1CCCC1
    1, -9
- CCC(NC(=O)C1CCC1)c1ccccc1 (stereo unspecified)
    1, 6
- CC(=O)N1CCN(S(=O)(=O)c2cccc(C(=O)Nc3nc4ccccc4[nH]3)c2)CC1
    -1, 1
- CCOc1ccc(OCCOCCN2CCc3ccccc3C2)cc1
    9, -3
- CC1CCC(Nc2nnnn2-c2ccccc2)CC1 (stereo unspecified)
    -5, 5
- O=C(O)CCCC(=O)N1CC(=O)Nc2ccccc21
    1, -1
- Cc1ccc(C)c2c1cc(C)c1nnc(SCc3ccccn3)n12
    2, 4
- Cc1noc(C)c1COc1cccc(C(=O)OC(C)C(=O)Nc2ccc3c(c2)OCO3)c1 (stereo unspecified)
    -1, -31
- Cc1nn(-c2cccc(Cl)c2)c2c1C(c1ccncc1)C(C#N)=C(N)O2 (stereo unspecified)
    -4, 0
- O=c1oc(-c2ccccc2)nc2c1C1(CCCCC1)Cc1ccccc1-2
    -5, 7
- O=C(NCC1CCCO1)C1CCC(N2C(=O)c3ccccc3C2=O)CC1 (stereo unspecified)
    -4, -3
- O=C(c1ccc(F)cc1)c1cc2ccccc2o1
    5, -5
- Cc1cc(OC(=O)N2CCOCC2)cc(C)c1Cl
    -5, 3
- COC(=O)c1ccc(CSc2nnc(CNC(=O)c3ccc(OC)cc3)o2)o1
    -1, -2
- CN1OC(CC(=O)O)N(c2ccc(Cl)cc2)C1=O (stereo unspecified)
    -2, -5
- O=C(Nc1ccon1)c1csc2ccccc12
    2, 6
- COc1ccc(-c2ocnc2C(=O)Nc2ccccc2N2CCCCC2)cc1
    -7, -33
- COC(=O)c1cc(OC)c(OC)cc1NC(=S)Nc1cccc(Cl)c1
    2, -10
- COc1ccc(C)cc1S(=O)(=O)NC1CCCCC1
    0, -2
- COc1ccc(CNC(=O)C(c2ccco2)N(Cc2ccccc2)C(=O)Cc2cccs2)cc1 (stereo unspecified)
    -2, 12

Next part:
Values run as follows: PglD DTNB, Statin myotox sup
- COc1cc(C(=O)N2CCC(O)(c3ccccc3)CC2)cc(OC)c1OC
    1, 0
- Cc1cccc(-c2noc(CN(C(C)C)S(=O)(=O)c3ccc(F)cc3)n2)c1
    0, 18
- O=C(NCc1ccncc1)c1cccc(F)c1
    10, -24
- CC(CN1CCCCC1)OC(=O)c1ccc(Cl)cc1 (stereo unspecified)
    3, 8
- COCCCNC(=O)CCSc1ccc(Cl)cc1
    -2, -3
- CCOC(=O)c1cnn(-c2nc3c(C)cccc3s2)c1C(F)(F)F
    5, 5
- CC(OC(=O)c1cc2sccc2n1C)C(=O)NCc1cccs1 (stereo unspecified)
    -6, 8
- Cc1nn(-c2ncc(C(F)(F)F)cc2Cl)c(=O)n1-c1cccc(Cl)c1
    -5, 17
- CCC(Sc1nnnn1C)C(=O)Nc1ccc(C(C)=O)cc1 (stereo unspecified)
    -8, -14
- N#Cc1c(N2CCCC(O)C2)nc(N)c2c(N)nc3c(c12)CC(=O)N3C12CC3CC(CC(C3)C1)C2 (stereo unspecified)
    5, 6
- Cc1nc2cc(C(=O)O)ccc2s1
    -3, 3
- O=C1CCC2c3ccc4ccccc4c3CCN12 (stereo unspecified)
    -4, 0
- Cc1ccccc1OCC(=O)Nc1ccccc1N1CCCCC1
    0, -4
- COc1ccc(C2c3c4c(n(C)c3CCN2C)CCN(C)C4c2ccc(OC)cc2)cc1 (stereo unspecified)
    1, 9
- Cc1cc(NCc2ccco2)n2c(nc3ccccc32)c1C#N
    -10, -36
- CC(C)(C)C1CCc2nc(NC(=O)Cc3cn4ccsc4n3)sc2C1 (stereo unspecified)
    -3, 5
- Cc1cccc2c1N(CCCOc1ccc(C(C)(C)C)cc1)C(=O)C2=O
    -1, 8
- O=C(NCCN1CCOCC1)Nc1ccc(Cl)cc1Cl
    6, -3
- CCOC(=O)c1cc2sccc2n1Cc1ccc(C#N)cc1
    1, 30
- CN(CCOc1ccc(-c2ccn(S(=O)(=O)c3ccc(Cl)cc3)n2)cc1)c1ccccn1
    1, 31

Additional structures.
Values run as follows: PglD DTNB, Statin myotox sup
- COC(=O)Cc1c(C)c2ccc(OCC(C)=O)c(C)c2oc1=O
    9, -11
- CC(C)CCNC(=O)c1cc(-c2ccco2)nc2ccccc12
    0, 7
- CN(C)Cc1c(C#N)c2ccccc2n1C
    0, 1
- Cc1cccc(N(C(=O)CCC(=O)Nc2ccccn2)C(C(=O)NC(C)C)c2ccc(O)cc2)c1 (stereo unspecified)
    -8, -6
- COc1ccccc1N1CCN(C(=O)c2c(-c3ccccc3Cl)noc2C)CC1
    -2, -13
- CCCCn1c(SCC(=O)c2ccccc2)nc2c1c(=O)[nH]c(=O)n2C
    -4, 13
- CC(C)Oc1ccc(NC(N)=O)cc1
    3, 5
- CCn1c(SCC(=O)Nc2ccc3c(c2)OCO3)nnc1-c1cnccn1
    1, 6
- Cc1ccc(S(=O)(=O)NCCOc2nc(N(C)C)nc(N3CCOCC3)n2)cc1
    2, 3
- C=CCNc1ncnc2c1ncn2C1OC(CO)C(O)C1O (stereo unspecified)
    2, -10
- CCc1cc(C(=O)NNC(=S)Nc2cc(C)ccc2C)cs1
    3, 4
- Cc1ccc(Cl)cc1NC(=O)CC(O)(C(F)(F)F)C(F)(F)F
    -4, -82
- O=C1C=C(c2cccc(Cl)c2)C[C@@H](c2ccc(F)cc2)C1
    -1, -4
- CN1CCN(Cc2c(C#N)c3ccccc3n2C)CC1
    2, 1
- C#CCSc1nnc(-c2ccc(C)cc2)o1
    -4, 21
- CC(C)NC(=O)c1ccc(-c2cc(C(F)(F)F)ccc2Cl)o1
    8, 10
- CC(=O)Nc1ccc(S(=O)(=O)Nc2cccc(-c3nc4ccccc4o3)c2)cc1
    2, 8
- Cn1c(=O)cc(OCC(=O)N2CCCc3ccccc32)c2ccccc21
    0, -4
- O=C(Nc1ccncc1)c1cccc(F)c1
    1, -17
- COc1cccc(NC(=O)Cn2cnc3sc(C)c(S(=O)(=O)N4CCN(C)CC4)c3c2=O)c1
    -4, -3

(cont.)
structure	PglD DTNB	Statin myotox sup
CCN(CC)C(=O)c1sc(NC(=O)c2ccoc2C)c(C(=O)OC)c1C	-2	-13
Cc1ccsc1/C=C1\SC(N2CCOCC2)=NC1=O	-6	14
C=CCNc1nnc(Cc2ccc(C(C)C)cc2)c(=O)[nH]1	0	-2
CC(=O)Nc1ccc(S(=O)(=O)Nc2nc3ccccc3nc2N2CCCC2)cc1	-2	0
COc1cccc(C2C(C#N)=C(N)Oc3c2oc(CO)cc3=O)c1 (stereo unspecified)	6	2
C=CCc1ccc(OCCCN2CCCC(C)C2)c(OC)c1 (stereo unspecified)	1	-3
CCOc1ccc2[nH]c(=O)c(C(c3nnnn3C3CCCCC3)N3CCN(CC)CC3)cc2c1 (stereo unspecified)	-3	4
CC1(C)CC(=O)C2=C(C1)Nc1[nH]c(=S)[nH]c(=O)c1C2c1ccccc1 (stereo unspecified)	13	5
COc1ccccc1-c1cn[nH]c(=S)n1	2	8
Cc1ccc(CCNC(=O)NC(C)(C)C)cc1	-1	21
CC(C)CCn1c(SCc2ccc(Cl)cc2)nc2c1c(=O)[nH]c(=O)n2C	0	26
CCOc1cc2c(cc1OCC)C(C(=O)O)C(c1cc(OC)c(OC)c(OC)c1)N(C)C2=O (stereo unspecified)	4	0
Cc1ccc(C(=O)Nc2c(C(=O)NCc3ccco3)cnn2-c2ccccc2)cc1	-3	4
O=c1oc2ccccc2c(O)c1Sc1c(O)c2ccccc2oc1=O	2	-6
CCCCOC(=O)Nc1nnc(CC)s1	1	6
Cc1nnc(SCCn2c(N3CCC(C)CC3)nc3c2c(=O)n(C)c(=O)n3C)s1	2	-11
CC(C)=CC(=O)OCC(=O)Nc1ccccc1Cl	3	8
Cc1ccc2c(NC(=O)C3CC3)cccc2n1	5	12
Cc1ccc(NC(=O)COc2ccc(CCO)cc2-n2nc3ccccc3n2)cc1C	-4	1
CCN1CCCC1CNC(=O)c1ccc(N2CCCC2=O)cc1 (stereo unspecified)	-3	-4
Cc1cccc(NC(=O)CCc2c(C)nc3ncnn3c2C)n1	0	-13
CC(C)(C)c1ccc(S(=O)(=O)NCCc2ccncc2)cc1	-3	-11
OC(COc1ccc2c(c1)OCO2)CN1CCc2ccccc2C1 (stereo unspecified)	3	-10
Cc1ccc(C2CN=NC23CCc2ccccc2C3=O)cc1 (stereo unspecified)	3	-7
Cc1ccc(N(CC(=O)NC2CCCCCC2)S(=O)(=O)c2c(C)nn(C)c2C)cc1	1	3

The listing continues:
structure	PglD DTNB	Statin myotox sup
Cc1noc(C)c1S(=O)(=O)N1CCCC(C(=O)N2CCC(C)CC2)C1 (stereo unspecified)	8	0
Cc1ccc(NC(=O)CSc2nnc(-c3ccncc3)o2)cc1	0	7
O=C(Cc1cccs1)Nc1nc(-c2ccccc2)cs1	4	-8
CCCOc1ccc(NC(=O)C2CC(=O)N3CCCN=C3S2)cc1 (stereo unspecified)	-4	-4
CC1(C)CC(=O)C=C(NC2CCCCCCC2)C1	-20	-2
O=S(=O)(N1CCOCC1)N1CCN(c2ccccc2F)CC1	1	-6
CCC(C)NCCCOc1c(C)cc(C)cc1Br (stereo unspecified)	0	-12
CCOc1cc(S(=O)(=O)N2CCC(C(N)=O)CC2)ccc1F	0	20
Cc1cccc(N(CC(=O)NC2CCCC2)C(=O)c2c(C)noc2C)c1	-5	23
COc1ccc(C(=O)Nc2cc(C)nc3ccccc23)cc1OC	-1	15
O=C(CSc1nnc(NC(=O)c2ccco2)s1)NC1CCCCC1	-3	-5
CC(=O)c1c(C)nc(C)nc1NC(=O)C(C)C	7	10
COc1ccc(OC)c(S(=O)(=O)N2CCC(C(=O)NCC3CCCO3)CC2)c1 (stereo unspecified)	0	-3
Cc1c(-c2ccco2)[n+](=O)c2c(n1[O-])CCC2	2	8
Cn1c(-c2ccc3ccccc3n2)nc2cnccc21	3	-4
CCCCCC(=O)Nc1ccc(N2CCN(C(=O)CCC)CC2)cc1	2	-12
CN=C(NC#N)SCC(=O)c1ccc(Cl)cc1Cl	0	6
CCOC(=O)c1c(NC(=S)NC(=O)c2ccc(Cn3cc(Cl)cn3)o2)sc2c1CCC(C)C2 (stereo unspecified)	2	-35
CCC(C)NC(=O)c1cnn2c1NC(c1cccs1)CC2C(F)(F)F (stereo unspecified)	-3	17
Cn1c(NCc2ccco2)nc2c1c(=O)n(Cc1ccc(Cl)cc1Cl)c(=O)n2C	-8	-1
CCCCOc1ncnc2c1[nH]c1ccc(OCC)cc12	0	-40
Cc1cccc(NC(=O)CCN2CCN(C/C=C/c3ccccc3)CC2)c1	-1	-4
CC(C)CNC(=O)c1cc2nc3c(c(C(F)(F)F)n2n1)CCc1ccccc1-3	-3	-18

Molecules listed so far that contain an NH in an aromatic ring, in the order listed:
structure	PglD DTNB	Statin myotox sup
COC(=O)CSc1nnc(C)c(=O)[nH]1	3	-12
COc1cccc(NC(=O)CCCn2c(=O)[nH]c3ccccc3c2=O)c1	-1	-28
CC(=O)N1CCN(S(=O)(=O)c2cccc(C(=O)Nc3nc4ccccc4[nH]3)c2)CC1	-1	1
CCCCn1c(SCC(=O)c2ccccc2)nc2c1c(=O)[nH]c(=O)n2C	-4	13
C=CCNc1nnc(Cc2ccc(C(C)C)cc2)c(=O)[nH]1	0	-2
CCOc1ccc2[nH]c(=O)c(C(c3nnnn3C3CCCCC3)N3CCN(CC)CC3)cc2c1 (stereo unspecified)	-3	4
CC1(C)CC(=O)C2=C(C1)Nc1[nH]c(=S)[nH]c(=O)c1C2c1ccccc1 (stereo unspecified)	13	5
COc1ccccc1-c1cn[nH]c(=S)n1	2	8
CC(C)CCn1c(SCc2ccc(Cl)cc2)nc2c1c(=O)[nH]c(=O)n2C	0	26
CCCCOc1ncnc2c1[nH]c1ccc(OCC)cc12	0	-40

Bioassay records from PubChem BioAssay.

An excerpt (hit frequency here may not be typical).
